# High-throughput results from PubChem BioAssay.
# D1 antagonist: human D1 dopamine receptor antagonism; P21728; HEK293 TREx D1 cells, calcium flux, dopamine EC80; active compounds read low; activity change, negative = inhibition, % at 10 µM; 3.2% of 360,000 active; in the data active means activity change below about -30%; further: on the % scale 0 is the no-effect control and ±100 the full control effect
# Target sequence (P21728 whole entry, looked up): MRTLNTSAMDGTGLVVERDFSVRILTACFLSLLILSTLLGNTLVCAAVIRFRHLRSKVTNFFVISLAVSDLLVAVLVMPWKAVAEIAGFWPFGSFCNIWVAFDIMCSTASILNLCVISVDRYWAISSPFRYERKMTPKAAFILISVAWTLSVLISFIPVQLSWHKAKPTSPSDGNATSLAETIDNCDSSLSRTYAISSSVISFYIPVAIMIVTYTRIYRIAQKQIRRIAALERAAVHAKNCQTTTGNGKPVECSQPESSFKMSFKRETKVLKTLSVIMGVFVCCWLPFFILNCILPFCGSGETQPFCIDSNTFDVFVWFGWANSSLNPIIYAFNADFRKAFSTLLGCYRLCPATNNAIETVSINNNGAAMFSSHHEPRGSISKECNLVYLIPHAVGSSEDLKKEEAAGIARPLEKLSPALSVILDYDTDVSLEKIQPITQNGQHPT
#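 Antagonism measured as reduced calcium response to an EC80 dopamine addition following 180 s compound pre-read; cells were inducible HEK293 Trex D1 plated overnight at 30 C, read kinetically at 1 cycle/sec.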
# TRHR ag: TRH receptor (human) agonism; activation, % at 2 µM; TRHR cells, calcium flux fluo-8, FDSS agonist mode; 0.18% of 360,000 active; AID 493084; P34981; in the data active means activation above about 30%; further: 0% is about no effect
#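 Agonist-mode FDSS calcium read (Ex 480/Em 530, 1 s cycles) in 1536-well TRHR cells with fluo-8 dye, after 10-cycle baseline and 23 nL compound addition; TRH at EC20 (10 nM final) added afterwards for the enhancer phase.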
# D2 PAM: D2 dopamine receptor (human) potentiation; P14416; HEK293 T-REx D2, calcium flux, EC20 dopamine potentiation; potentiation, % at 10 µM; 0.34% of 340,000 active; AID 485347;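 active means potentiation over 3 SD above the plate norm, cut at about 30% in these data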; further: 0% is about no effect
# Target sequence (P14416 whole entry, looked up): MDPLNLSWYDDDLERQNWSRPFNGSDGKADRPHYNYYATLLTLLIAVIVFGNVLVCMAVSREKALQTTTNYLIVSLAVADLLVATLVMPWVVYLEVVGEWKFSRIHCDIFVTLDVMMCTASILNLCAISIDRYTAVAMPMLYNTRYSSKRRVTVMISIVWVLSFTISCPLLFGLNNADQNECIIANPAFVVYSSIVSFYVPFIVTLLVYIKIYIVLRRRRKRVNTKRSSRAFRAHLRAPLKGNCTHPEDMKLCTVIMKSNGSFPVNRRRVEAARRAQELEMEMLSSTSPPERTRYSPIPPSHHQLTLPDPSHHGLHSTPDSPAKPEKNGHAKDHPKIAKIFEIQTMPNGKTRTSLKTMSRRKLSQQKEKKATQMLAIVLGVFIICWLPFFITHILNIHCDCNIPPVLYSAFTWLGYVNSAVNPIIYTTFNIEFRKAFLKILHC
#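 Calcium flux readout, no-wash dye, 1 read/s. Inducible HEK293 Trex D2 line, overnight 30 C. Compound alone 180 s (agonist flags), then EC20 dopamine, another 180 s to score potentiation.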
# Apoferritin bind: binds horse apoferritin like a general anesthetic | apoferritin/1-aminoanthracene competitive binding, fluorescence | Potency, µM (titrated, usually from 77.5 µM), for the others: at the highest dose activity change, negative = displacement, hits mostly inhibitors | 0.074% of 350,000 active | AID 485281; further: potency means the concentration at half of the fitted maximal effect; on the % scale 0 is the no-effect control and ±100 the full control effect; nearly all actives have a fitted effect of over 20% in size
# Target sequence (P02791 2-175 limits assumed): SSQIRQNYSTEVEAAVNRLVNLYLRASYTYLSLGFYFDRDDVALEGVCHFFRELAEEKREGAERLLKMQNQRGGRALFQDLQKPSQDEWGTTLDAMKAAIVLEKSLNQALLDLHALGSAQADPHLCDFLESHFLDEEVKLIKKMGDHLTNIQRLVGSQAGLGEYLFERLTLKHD
#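 Apoferritin-based anesthetic binding model; compound displacement of fluorescent 1-AMA measured as endpoint fluorescence after 10 minutes at room temperature, scaled to free-ligand and complex controls.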
# RXFP1 antag: RXFP1 (human) relaxin receptor antagonism; activity change, negative = inhibition, % at 57.5 µM; 0.59% of 350,000 active; AID 1259400; HEK293-RXFP1, relaxin-stimulated cAMP HTRF, 30 min; active compounds read low; Q9HBX9;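 active means activity change of -60% or lower, but not beyond a set lower limit; inconclusive means change between -60% and -40%, or beyond the set limit; inactive means change above -40%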; further: on the % scale 0 is the no-effect control and ±100 the full control effect
# D1 agonist: human D1 receptor agonism. activation, % at 2 µM. P21728. 1% of 360,000 active. HEK293 T-REx D1 cells, calcium flux, agonist mode; in the data active means activation above about 30%; further: 0% is about no effect
#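 Agonism was scored from calcium flux recorded over 180 s (1 read/s) after pintool compound addition, following a 10-cycle baseline. Cells were inducible force-coupled HEK293 TREx D1, plated overnight at 30 C and loaded with no-wash calcium dye.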
# D1 potentiator: human D1 dopamine receptor positive modulation. potentiation, % at 10 µM. 0.036% of 360,000 active. HEK293 TREx D1 cells, calcium flux, dopamine EC20 potentiation. AID 504651; in the data active means potentiation above about 30%; further: 0% is about no effect
# TRHR PAM: allosterically enhances the human TRH receptor; P34981; TRHR cells, fluo-8 calcium fluorescence, EC20 TRH enhancement; enhancement, % at 2 µM; 0.66% of 360,000 active; in the data active means enhancement above about 30%; further: 0% is about no effect
#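 TRHR-expressing cells loaded with fluo-8 calcium dye were read kinetically (ex 480/em 530) during compound addition, then stimulated with an EC20 of TRH (10 nM final). Enhancement of the Gq-mediated intracellular calcium response was scored.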
# RXFP1 agonist: RXFP1 (human) receptor agonism. Potency, µM (highest dose often 57.5 µM), inactives show at the highest dose activation, actives largely listed as activators. Q9HBX9. 0.3% of 370,000 active. HEK293T-RXFP1 cAMP TR-FRET, 30 min; response scale: percent of porcine relaxin response, buffer zero; further: potency means the concentration at half of the fitted maximal effect; on the % scale 0 is the no-effect control and ±100 the full control effect; nearly all actives have a fitted effect of over 60% in size; many of its hits are not listed in these tables
#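 cAMP rise read by TR-FRET after 30 min, 37C compound exposure (up to 58 uM) in RXFP1-transfected HEK293 cells with Ro 20174 present. EC50 from Hill-equation fits, with 29 nM porcine relaxin as 100% and buffer as basal.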
# Active calls of the source: *; ? = inconclusive; . = no result given; [ ] = dose if it differs, or a comment. Unless noted, the call rests on the fitted dose curve; in most records, active means well fitted curve in the direction sought with a large enough effect; inconclusive means small, poorly fitted or top-dose-only effect, or another doubt; inactive means no such curve, though single readings can be large; an effect the other way counts as inactive or inconclusive.
item	D1 agonist	D1 antagonist	RXFP1 agonist	TRHR PAM	D1 potentiator	Apoferritin bind	TRHR ag	RXFP1 antag	D2 PAM	SMILES
1	1	13	1.5%	-4	6	-8%	-0.1	-18	2	c1ccc(-c2cn(-c3ccccc3)c3ncnc(N4CCCCC4)c23)cc1
2	1	13	1.1%	-1	-3	?	0.1	-17	5	O=C(CSc1ncn[nH]1)c1ccccc1
3	2	-11	-2.0%	-2	-10	?	-0.4	-1	.	O=C(CSCc1ccc(Cl)cc1)N/N=C/c1ccccc1
4	3	35	5.2%	-6	-4	-10%	2.7	25	.	Cc1cc(C)nc(NS(=O)(=O)c2ccc(NC(=O)c3ccc(S(=O)(=O)N4CCOCC4)cc3)cc2)n1
5	1	0	-2.5%	15	0	7%	0.0	-3	10	CCn1nc(C)cc1-c1nnc(SCC(=O)Nc2ccccc2)n1CCCOC
6	1	-4	1.0%	-3	2	-14%	-0.2	7	2	O=C(CCN1C(=O)c2ccccc2C1=O)NNC(=O)c1ccc(Cl)cc1Cl
7	4	0	0.1%	0	7	2%	-1.6	?	-10	COc1ccccc1N1CCN(/N=C/C(Cl)=C/c2ccccc2)CC1
8	10	-1	0.8%	-5	-1	2%	1.1	3	-1	COc1ccc(C(=O)NCCc2nnc3ccc(SCC(=O)NCc4ccc(F)cc4)nn23)cc1
9	0	-4	-2.7%	-5	-7	-6%	0.0	3	3	CCOCc1nnc(NC(=O)c2cc(OC)cc(OC)c2)s1
10	2	19	-0.6%	-7	7	-17%	-0.8	-5	.	CCCOc1ccc(CCN2CCC(=O)NC2=O)cc1C
11	6	2	-0.5%	-8	1	-20%	1.2	5	17	Cc1sc(NC(=O)Cn2nc(C(F)(F)F)cc2C)c(C(=O)OC(C)C)c1C
12	1	-3	0.0%	-2	-3	-2%	-1.6	-1	-1	COc1cc(/C=N/Nc2ccccn2)ccc1O
13	4	-24	2.4%	-7	-5	-7%	0.1	6	-14	CNCC(O)Cn1c(C(F)(F)F)nc2ccccc21 (configuration not stated)
14	-1	7	13%	0	-2	-2%	2.4	-12	.	COc1ccc(-c2nc3ccccc3c(=O)[nH]2)cc1
15	2	-5	-2.0%	0	0	5%	0.8	-7	9	CCCOc1ccc(Oc2nc(NC)nc(N3CCOCC3)n2)nn1

# Brought forward from above: 5 entries, then new ones.
item	D1 agonist	D1 antagonist	RXFP1 agonist	TRHR PAM	D1 potentiator	Apoferritin bind	TRHR ag	RXFP1 antag	D2 PAM	SMILES
11	6	2	-0.5%	-8	1	-20%	1.2	5	17	Cc1sc(NC(=O)Cn2nc(C(F)(F)F)cc2C)c(C(=O)OC(C)C)c1C
12	1	-3	0.0%	-2	-3	-2%	-1.6	-1	-1	COc1cc(/C=N/Nc2ccccn2)ccc1O
13	4	-24	2.4%	-7	-5	-7%	0.1	6	-14	CNCC(O)Cn1c(C(F)(F)F)nc2ccccc21 (configuration not stated)
14	-1	7	13%	0	-2	-2%	2.4	-12	.	COc1ccc(-c2nc3ccccc3c(=O)[nH]2)cc1
15	2	-5	-2.0%	0	0	5%	0.8	-7	9	CCCOc1ccc(Oc2nc(NC)nc(N3CCOCC3)n2)nn1
16	0	7	0.6%	2	-3	3%	0.0	.	-6	COC(=O)c1ccc(CSc2nc3c([nH]c4ccccc43)c(=O)n2-c2ccc(F)cc2)o1
17	0	-8	-3.1%	3	-8	-17%	-1.3	-2	9	COc1ccccc1C1CC(=O)NC(C)=C1C(=O)OCC(C)C (configuration not stated)
18	5	-3	2.4%	-3	-4	4%	-0.3	7	1	CCn1c(CCCNC(=O)c2ccco2)nc2ccccc21
19	6	-2	1.7%	-4	-3	?	0.0	-12	.	CCOc1ccc(NS(=O)(=O)c2ccc3[nH]cc(C(=O)NCc4ccccc4)c(=O)c3c2)cc1
20	4	9	3.2%	-3	1	23%	0.4	5	-3	Cc1cc(C(=O)CN(Cc2ccc(F)cc2)S(=O)(=O)c2ccc3c(c2)OCCO3)c(C)n1C
21	0	25	-0.1%	-4	1	-7%	-0.1	-14	-4	CC1CC(c2ccccc2)n2nc(N3C(=O)c4ccccc4C3=O)nc2N1 (configuration not stated)
22	2	-14	-0.1%	3	4	-14%	-1.4	-9	13	COc1cc(NC(=O)COC(=O)CCOc2ccc(C)cc2)cc(OC)c1
23	3	10	0.1%	4	2	?	-0.1	.	7	CCOc1c2ccc(C(=O)NCc3ccc4c(c3)OCO4)cc2nn1CCOC
24	1	15	-0.1%	11	-5	-6%	0.9	9	6	COc1cccc(NC(=O)C(=O)c2cn(CC(=O)N3CCOCC3)c3ccccc23)c1
25	2	-2	0.8%	-10	1	2%	-0.2	.	7	O=C(NC(=S)Nc1ccc2oc(=O)ccc2c1)c1ccc(-c2cccc(Cl)c2Cl)o1
26	0	8	0.4%	17	-1	-16%	-0.4	3	4	CCOc1ccccc1/C=N/OCC(=O)NCc1ccc(F)cc1
27	15	7	3.1%	1	-1	89%[activator]	5.2	6	15	COc1ccc(NC(=O)c2sc3nc(C)c(C(=O)Nc4ccc(C)cc4C)c(-c4ccc(C)o4)c3c2N)cc1
28	1	-1	4.1%	-5	6	-19%	-0.1	-10	.	CCOC(=O)c1c(NC(=O)C(=O)N/N=C/c2ccc(O)c(OC)c2)sc2c1CCCCC2
29	2	-10	4.6%	-7	1	-9%	-0.4	-1	9	CCOC(=O)c1cc(C)nc(SC)c1C#N
30	4	-3	2.8%	-1	-9	-5%	0.0	-3	-17	CC(=O)Nc1cc[n+](C(C)C(=O)c2ccc(Cl)cc2)cc1 (configuration not stated)

# Remaining list, next part.
item	D1 agonist	D1 antagonist	RXFP1 agonist	TRHR PAM	D1 potentiator	Apoferritin bind	TRHR ag	RXFP1 antag	D2 PAM	SMILES
31	4	7	0.3%	4	26	9%	1.5	-15	9	CC(=O)NC1=NN(C(C)=O)C(c2ccc(C(C)C)cc2)S1 (configuration not stated)
32	3	3	-1.1%	-1	3	4%	-0.2	2	4	Cc1ccc(S(=O)(=O)N(NC2=NS(=O)(=O)c3ccccc32)C(=O)c2ccccc2)cc1
33	-1	13	0.2%	-14	1	?	0.1	.	0	CC1CCCC(NC(=O)CC2Nc3ccccc3NC2=O)C1C (configuration not stated)
34	3	0	0.0%	3	-3	-5%	0.1	7	1	Cn1cccc1Cc1nnc(SCC(=O)NCc2ccco2)n1CCc1ccccc1
35	9	-10	5.6%	6	-6	-6%	1.7	-8	-8	Cc1ccc(OCCOCCNC(C)(C)C)c([N+](=O)[O-])c1
36	0	.	2.1%	6	-3	?	-0.1	-3	-9	CCn1c(SCC(=O)c2ccc3ccccc3c2)nnc1-c1ccco1
37	-2	-4	3.0%	5	0	-2%	0.5	-36	-14	Cc1ccc(-c2cn3nc(N4CCCC(C(=O)Nc5ccc(F)cc5)C4)sc3n2)cc1 (configuration not stated)
38	0	10	-0.4%	-5	-7	-12%	-0.6	8	-2	COc1cc(CCc2ccc3c(c2)OCO3)oc(=O)c1
39	-1	9	2.2%	2	-2	-13%	-0.1	-8	27	CCC1C(=O)NCCN1C(=O)c1ccc2nc(Cc3ccc(OC)cc3)oc2c1 (configuration not stated)
40	2	0	0.4%	-3	-1	-3%	0.0	8	-6	O=[N+]([O-])c1cc(C(F)(F)F)cc([N+](=O)[O-])c1Sc1n[nH]c(C(F)(F)F)n1
41	-1	-2	0.1%	-3	-10	0%	0.9	8	-2	Cc1ccc(S(=O)(=O)N2CCOCC2)cc1C(=O)OCC(=O)NC1CCS(=O)(=O)C1 (configuration not stated)
42	1	1	2.7%	-1	4	-15%	-0.4	-19	.	C/C(=N\N1CCN(c2ccccc2)CC1)c1ccncc1
43	0	4	1.3%	6	-2	4%	1.8	5	-8	CC(C)(C)OC(=O)n1cc(C(=O)c2ccccc2O)cn1
44	6	-30*	-0.5%	5	-6	-11%	0.3	3	-11	CO/N=C\CC(=O)Nc1ccc(Cl)c(Cl)c1
45	4	2	-0.2%	-3	-4	10%	0.8	7	-6	CCN(CCCNC(=O)C1CCN(C(=O)c2cc3sccc3n2C)CC1)Cc1ccccc1

# New compounds follow
item	D1 agonist	D1 antagonist	RXFP1 agonist	TRHR PAM	D1 potentiator	Apoferritin bind	TRHR ag	RXFP1 antag	D2 PAM	SMILES
46	0	10	2.2%	-2	2	-12%	-0.5	-25	15	C=CCNC(=O)CSc1nc2scc(-c3ccco3)c2c(=O)n1CC=C
47	5	-26	-0.8%	8	0	-3%	8.3	-5	15	COCC(=O)N1CCN(c2nc3ccccc3o2)CC1
48	4	3	-1.2%	-6	2	2%	0.9	0	5	CC(C)OC(=O)c1ccc(N2CCN(c3ccccc3F)CC2)nc1
49	1	-7	0.5%	-8	0	-9%	0.1	1	7	O=C(CCCc1c[nH]c2ccccc12)Nc1ncccc1O
50	-1	-6	-1.4%	-1	-2	-10%	0.1	0	3	O=C(Nc1ccc(S(=O)(=O)N2CCc3ccccc3C2)cc1)c1ccccc1
51	0	-16	4.9%	-4	-12	.	0.0	-1	-9	O=C(CN1CCCCCC1)Nc1ccccc1C(=O)Nc1ccccc1
52	1	-4	-0.7%	-3	-6	-3%	0.0	-9	6	Cc1ccc(C)c(N2CCN(C(=O)CCc3nnc4n(CC(C)C)c(=O)c5ccccc5n34)CC2)c1
53	0	3	2.5%	-4	-6	0%	-1.0	-2	16	C=CCNC(=O)N1c2ccccc2Sc2ccccc21
54	-1	11	-1.6%	-6	1	0%	0.3	-4	22	Cc1cc(N)nc2nc(C(F)(F)F)nn12

# Complete entries, quoted from the list. Screens in order: D1 agonist | D1 antagonist | RXFP1 agonist | TRHR PAM | D1 potentiator | Apoferritin bind | TRHR ag | RXFP1 antag | D2 PAM
# Cc1ccc(C)c(N2CCN(C(=O)CCc3nnc4n(CC(C)C)c(=O)c5ccccc5n34)CC2)c1 as listed: 1 | -4 | -0.7% | -3 | -6 | -3% | 0.0 | -9 | 6
# O=C(Nc1ccc(S(=O)(=O)N2CCc3ccccc3C2)cc1)c1ccccc1 as listed: -1 | -6 | -1.4% | -1 | -2 | -10% | 0.1 | 0 | 3
# CC(C)OC(=O)c1ccc(N2CCN(c3ccccc3F)CC2)nc1 as listed: 4 | 3 | -1.2% | -6 | 2 | 2% | 0.9 | 0 | 5

# Arranged by formula weight (falling): three of the compounds above
item	D1 agonist	D1 antagonist	RXFP1 agonist	TRHR PAM	D1 potentiator	Apoferritin bind	TRHR ag	RXFP1 antag	D2 PAM	SMILES
50	-1	-6	-1.4%	-1	-2	-10%	0.1	0	3	O=C(Nc1ccc(S(=O)(=O)N2CCc3ccccc3C2)cc1)c1ccccc1
53	0	3	2.5%	-4	-6	0%	-1.0	-2	16	C=CCNC(=O)N1c2ccccc2Sc2ccccc21
2	1	13	1.1%	-1	-3	?	0.1	-17	5	O=C(CSc1ncn[nH]1)c1ccccc1

# These rows are one share of the data (hit frequency here may not be typical).
